# aGlu spleen mod = inhibits or activates alpha-glucosidase in human spleen homogenate; human spleen homogenate, 4-MU-alpha-glucoside fluorescence; Potency, µM (titrated, usually from 79.9 µM), for inactives: top-dose activity change, negative = inhibition, hits mostly inhibitors; 0.006% of 240,000 active; AID 2112;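 also: 0% = enzyme with vehicle and -100% = no enzyme basal signal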
#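 Human spleen homogenate (1 ug) incubated with compounds and 1 mM 4-methylumbelliferyl-alpha-D-glucopyranoside in pH 5.0 citrate/phosphate buffer, 37 C, 40 min. Stopped at pH 10; 4-MU fluorescence (Ex 365/Em 440 nm); AC50 by Hill fit.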
# GAA inh = alpha-glucosidase (human) inhibition; P10253; purified human GAA, 4-MU-alpha-glucoside fluorescence; Potency, µM (series often up to 76.9 µM), for inactives: at the highest dose activity change, negative = inhibition, actives largely listed as inhibitors; 0.005% of 200,000 active;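 also: plate controls were uninhibited enzyme wells for no effect and no-enzyme background for full effect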
#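 Compounds are titrated up to 77 uM against 4 nM human enzyme. Substrate 4-methylumbelliferyl-alpha-D-pyranoside (400 uM) reacts 20 min at room temperature in pH 5.0 buffer; liberated 4-methylumbelliferone is read at 440 nm.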
# HTT ATP protect = protects HTT-Q103 PC12 cells, measured by ATP; PC12 HTT-Q103 induced, cytoprotection, ATP luminescence, 40 h; Potency, µM (top dose mostly 56.4 µM), inactives show cytoprotection (ATP increase), hits mostly activators; 0.14% of 230,000 active;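 also: % of control where 0% means no effect; nearly all actives have a fitted effect of over 45% in size; toxic huntingtin expression switched on by the ecdysone agonist tebufenozide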
#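 ATP quantification (ATPlite) reports survival of PC12 cells in which tebufenozide, 100 nM final, switches on Htt exon 1 with 103 glutamines linked to GFP; compounds are titrated.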
# aGal spleen mod = alpha-galactosidase A (human) modulation; P06280; human spleen homogenate, 4MU-alpha-Gal fluorescence, 40 min; Potency, µM (highest dose often 80 µM), for the others: at the top dose activity change, negative = inhibition, actives largely listed as inhibitors; 0.008% of 240,000 active;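 also: 0% = enzyme with vehicle and -100% = no enzyme basal signal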
# Target sequence (P06280 32-429 limits assumed): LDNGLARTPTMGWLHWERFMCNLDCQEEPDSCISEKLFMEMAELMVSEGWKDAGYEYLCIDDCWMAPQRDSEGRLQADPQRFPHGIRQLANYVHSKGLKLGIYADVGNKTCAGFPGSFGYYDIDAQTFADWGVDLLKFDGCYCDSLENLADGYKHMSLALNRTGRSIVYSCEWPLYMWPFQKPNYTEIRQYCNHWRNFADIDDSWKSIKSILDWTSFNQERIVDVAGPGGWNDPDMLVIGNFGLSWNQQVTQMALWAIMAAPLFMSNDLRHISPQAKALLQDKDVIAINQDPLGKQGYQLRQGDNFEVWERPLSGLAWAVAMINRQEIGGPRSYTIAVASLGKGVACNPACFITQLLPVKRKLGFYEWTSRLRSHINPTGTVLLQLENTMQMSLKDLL
#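 qHTS titration in buffer at pH 5.0. Alpha-galactosidase activity in spleen homogenate was measured via 4-methylumbelliferone release from 1 mM fluorogenic substrate after 40 min at 37C and a pH 10 stop. AC50 came from Hill fits of control-normalized data.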
# GAA glycogen mod = GAA glycogen-cleavage inhibition or activation | recombinant GAA, glycogen substrate, Amplex Red glucose oxidase fluorescence | Potency, µM (doses to about 76.4 µM), without a hit: at the top dose activity change, negative = inhibition, most hits filed as inhibitors | AID 2100 | 0.38% of 300,000 active;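 also: 0% = full enzyme reaction and -100% = no-enzyme basal signal; the screen sought inhibitors and activators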
#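 Recombinant enzyme (4 nM final) with compounds titrated up to 77 uM and bovine liver glycogen (30 ug) in citrate pH 5.0, 0.01% Tween-20, 37 C 40 min. Released glucose detected by Amplex Red/glucose oxidase (Ex 573/Em 610); AC50 from Hill fits.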
# Tau fibril FP = blocks human tau fibril formation measured by polarization. P10636. K18 P301L tau heparin fibrillization, Alexa594 FP, 6 h. Potency, µM (titrated, usually from 57.7 µM), inactives show at the top dose activity, negative = inhibition, hits mostly inhibitors. 0.39% of 280,000 active. AID 1468; also: % is scaled to controls: 0 for no effect and ±100 for the full control effect; nearly all actives have a fitted effect of over 55% in size
# Target sequence (P10636 561-689 P618L limits assumed): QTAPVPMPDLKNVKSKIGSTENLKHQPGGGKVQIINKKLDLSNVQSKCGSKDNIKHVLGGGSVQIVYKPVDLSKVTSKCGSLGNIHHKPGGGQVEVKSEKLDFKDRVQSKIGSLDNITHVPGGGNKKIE
#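 Compound effects on tau fibrillization are measured by Alexa 594 fluorescence polarization (ex 555, em 632 nm). K18 P301L tau is used at 15 uM with 0.24 uM labeled tracer, and 20 uM heparin induces aggregation over 6 hr at 37 C.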
# Tau fluor counter = counter-screen for tau fibril formation inhibitors; 0.93% of 280,000 active; tau K18 P301L Alexa594 fluorescence, heparin fibrillization; Potency, µM (doses to about 57.7 µM), for inactives: at the top dose activity change, negative = decrease; also: % is scaled to controls: 0 for no effect and ±100 for the full control effect; nearly all actives have a fitted effect of over 55% in size
#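 Human tau K18 P301L (15 uM unlabeled, 0.24 uM Alexa 594-labeled) in 100 mM sodium acetate pH 7 with 20 uM heparin, 6 hr at 37 C. ThT 30 uM added, 1 hr ambient; Alexa 594 FP and total fluorescence read at 555/632 nm.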
# Tau fibril ThT = inhibitors of human tau fibril formation, thioflavin T binding; P10636; recombinant tau K18 P301L, heparin-induced fibrillization, ThT fluorescence; Potency, µM (titrated, usually from 57.4 µM), for the others: top-dose activity, negative = inhibition, usual class: inhibitors; 2.1% of 270,000 active; also: % is scaled to controls: 0 for no effect and ±100 for the full control effect; nearly all actives have a fitted effect of over 55% in size
#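 ThT emission at 510 nm, taken 1 hr after adding 30 uM dye, quantifies aggregates formed when 20 uM heparin acts on human tau K18 P301L for 6 hr at 37 C.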
# * = called active by the depositor; u = inconclusive; x = not tested or not shown; & = joins results of further samples; [ ] = dose if it differs, or a comment. Calls follow the shape of the dose curve; as a rule, active = well fitted curve in the direction sought with a large enough effect; inconclusive = small, poorly fitted or top-dose-only effect, or another doubt; inactive = no such curve, though single readings can be large; an effect the other way counts as inactive or inconclusive. Potency is read from the fitted curve at half-maximal effect. Rows were taken by chance, and some 3.3% of all compounds hit somewhere here.
# Values run as follows: aGlu spleen mod | GAA inh | HTT ATP protect | aGal spleen mod | GAA glycogen mod | Tau fibril FP | Tau fluor counter | Tau fibril ThT
CCOCCOC(=O)CCSc1n[nH]c(=O)[nH]c1=O
    -1% | 5% | 20% | 6% | 3% | 0% | -5% | 3%
O=C(N/N=C/C1C(c2ccccc2)C1(Cl)Cl)c1cccc(Cl)c1 (stereo unspecified)
    0% | -31% | -40%[10 µM] | 3% | -10% | 5% | -16% | -16%
O=C(c1cc2ccccc2oc1=O)N(Cc1ccccc1)C1CCS(=O)(=O)C1 (stereo unspecified)
    -4% | -4% | 0% | 5% | 3% | -1% | -6% | -16%
CC(=O)N1CCCc2cc(S(=O)(=O)NC(C(=O)NC(C)c3ccccc3)C(C)C)ccc21 (stereo unspecified)
    9% | 5% | -141%[inhibitor] | 16% | 12% | -1% | 3% | 3%
CN(C)C(=O)c1cn(-c2ccc(Cl)cc2)c(=O)c2ccccc12
    -4% | 4% | -16% | 1% | 8% | 1% | -1% | -7%
Cc1cc(NC2CCCCC2)nc(-c2ccccc2O)n1
    7% | -3% | -7% | 13% | -1% | -12% | -22% | -16%
CN(C)Cc1ccccc1-c1cncnc1Nc1ccc(F)cc1
    3% | x | 10% | 15% | x | 8% | -3% | -3%
CC1CCCCC1NC(=O)COC(=O)COc1ccccc1Cl (stereo unspecified)
    6% | 5% | -36%[inhibitor] | -1% | 8% | 0% | -6% | -6%
O=C(CC1S/C(=N/N=C/c2cccnc2)NC1=O)Nc1ccccc1 (stereo unspecified)
    0% | -6% | -28% | -1% | 1% | 0% | -17% | -15%
CCOC(=O)Cn1c(=S)[nH]c2c(oc3ccc(Cl)cc32)c1=O
    -2% | 0% | -16% | 1% | 1% | 2% | -10% | -21%
COc1ccccc1C(=O)NC(=S)N1CCCc2ccccc21
    -18% | -1% | 12% | 6% | -12% | -2% | -3% | 4%
O=C(N/N=C/c1ccc(O)cc1)Nc1cccc2nsnc12
    4% | -8% | 22%[10 µM] | -2% | 3% | -6% | u | u
C/C(=N\NC(=O)c1cccnc1)c1ccc(-c2ccccc2)cc1
    1% | 5% | 11%[10 µM] | -8% | 8% | 0% | -10% | -10%
Cc1ccnc(NS(=O)(=O)c2ccc(NC(=O)c3cc(-c4ccccc4)nc4ccccc34)cc2)n1
    -11% | 3% | 20%[10 µM] | -2% | 0% | -2% | 0% | 3%
CNC(=O)C1=NCCCc2cc(OC)c(OC)cc21
    7% | -7% | -3% | 14% | 4% | 7% | -1% | -8%
COc1ccc(NS(=O)(=O)c2ccc(NC(=O)c3cnn4c(C(F)F)cc(-c5ccc(C)cc5)nc34)cc2)cc1
    -7% | 4% | -16% | 4% | -6% | u | -5% | 6%
Cc1c(N(C(=O)CNC(=O)c2ccccc2)C2(C(=O)NC3CCCC3)CCCCC2)c(=O)n(-c2ccccc2)n1C
    -3% | 0% | -33% | -12% | -1% | -4% | -6% | -4%
O=C(Nc1ccc(Cl)cc1)Nc1cccc(C(=O)O)c1
    0% | 10% | -26%[10 µM] | 5% | 3% | -8% | -18% | u
CC(=O)N1N=C(c2ccco2)CC1c1cccs1 (stereo unspecified)
    -1% | 1% | 5%[10 µM] | 5% | 3% | u | -17% | u
Cc1c(C(=O)NCCCN2CCOCC2)sc2nc(-c3ccccc3)cn12
    -2% | -4% | -3% | -4% | -3% | -1% | 5% | 1%
Nc1nnc(Cc2ccc(Cl)cc2)s1
    -5% | 0% | -4% | -2% | 7% | 7% | 5% | -11%
CN1CCN(C(=O)c2cnn3c(C(F)(F)F)cc(-c4cccs4)nc23)CC1
    8% | -2% | x | 6% | -2% | 4% | 7% | 0%
Cc1ccccc1CSCCNC(=O)Nc1ccccc1
    -17% | -6% | -123%[inhibitor] | -9% | -12% | u | u | -2%
COc1ccccc1NC(=O)c1c(Br)cnn1C
    -8% | 6% | -29% | -2% | -3% | 3% | -3% | -6%
NNC(=O)c1oc2nc(-c3ccco3)cc(-c3ccco3)c2c1N
    -5% | x | -8%[10 µM] | 0% | u | x | x | x
COc1ccc(Cl)cc1NC(=O)c1[nH]nc(OC)c1[N+](=O)[O-]
    -7% | -2% | -20% | -9% | 17% | 3% | 1% | u
OCCC1CN(Cc2cccn2-c2cccnc2)CCN1CCc1ccccc1 (stereo unspecified)
    3% | 0% | 18%[10 µM] | 3% | 10% | 5% | -4% | -4%
CCn1c(CNC(=O)C23CC4CC(CC(C4)C2)C3)nnc1SCC(=O)Nc1nnc(C)s1
    -2% | -10% | -37% | -3% | 6% | -5% | -6% | -2%
O=C(COc1ccccc1-c1ccccc1)NN=C1CCCC1
    x | -10% | -107%[inhibitor] | -22% | -7% | 5% | 2% | -4%
CCn1nnc(NC(=O)c2sc3ccccc3c2Cl)n1
    1% | 4% | 1%[10 µM] | -4% | 0% | -5% | -9% | -3%
COc1ccccc1-c1nc(SCC(=O)c2ccc(Cl)cc2)n[nH]1
    x | x | x | x | 2%[76.3 µM] | u | -17% | 4%
CCCn1c2ccccc2c2cnn(CC(=O)NCCCN3CCCCC3CC)c(=O)c21 (stereo unspecified)
    x | x | x | x | -5%&-8%[76.3 µM] | 0% | -10% | -12%
O=C(NCc1ccc(N2CCCC2=O)cc1)NC1CCCCC1
    2% | -1% | 14% | 10% | -7% | u | 1% | -4%
O=C(OCc1ccc([N+](=O)[O-])cc1)c1ccc2ccccc2n1
    9% | x | -1%[10 µM] | 1% | -20% | 8% | -9% | -20%
O=C(Nc1ccc(S(=O)(=O)N2CCC(c3nc4ccccc4s3)CC2)cc1)c1ccccc1
    x | x | x | x | -4%[76.3 µM] | -2% | 0% | 8%
CCn1c(SCc2nc(N)nc(N3CCCCC3)n2)nc2c1c(=O)n(C)c(=O)n2C
    0% | 0% | u | 1% | 11% | -1% | -5% | -5%
Cc1ccccc1NC(=O)CSc1ccc(-c2ccco2)nn1
    -13% | 2% | 11%[10 µM] | -4% | -12% | 4% | -5% | -8%
CS(=O)(=O)N1CCN(c2ccc(NC(=O)c3ccc([N+](=O)[O-])o3)cc2)CC1
    4% | u | -68%[inhibitor] | -6% | 4% | 7% | -25% | u
Cc1ccc(Nc2nnc(SCC(=O)NC3CCCc4ccccc43)s2)cc1 (stereo unspecified)
    -5% | 1% | 5%[10 µM] | -2% | 8% | 16% | u | -12%
COc1ccc(C2=NN(C(=O)CSc3nnc(C)n3C)C(c3ccco3)C2)cc1 (stereo unspecified)
    -10% | -2% | -29% | 4% | -2% | 11% | -1% | -4%
Cc1ccc(C(=O)NC(=S)Nc2ccccc2C(F)(F)F)cc1C
    -14% | -5% | 5% | -2% | -6% | -10% | -26% | -16%
Nc1nc(NCC2CCCO2)nc(Nc2ccccc2)c1[N+](=O)[O-] (stereo unspecified)
    2% | -2% | x | -1% | 8% | -11% | -23% | -4%
Cc1c(NS(=O)(=O)c2ccc(NCCN3CCOCC3)c([N+](=O)[O-])c2)c(=O)n(-c2ccccc2)n1C
    -14% | -1% | 23% | -5% | 1% | -1% | 3% | -7%
Cc1cc(=O)oc(C)c1C(=O)Nc1ccc2nsnc2c1
    -8% | 2% | -4% | 4% | -2% | -4% | -9% | -9%
O=C1Nc2ccccc2N(O)N1c1ccc(S(=O)(=O)N2CCOCC2)cc1
    -4% | -5% | -26%[10 µM] | -1% | 8% | 11% | 7% | 5%
CCOC(=O)CC(NC(=O)c1ccco1)c1ccccc1Cl (stereo unspecified)
    -8% | -3% | 7% | 0% | 13% | -2% | -6% | -7%
COc1ccc(C/C(C)=N/Nc2nc(C)cc(=O)[nH]2)cc1
    0% | 1% | -23% | -8% | u | u | -11% | -22%
O=C(N/N=C/c1ccncc1)c1nc(-c2ccccc2)n2c1CCCCC2
    1% | -6% | -50%[inhibitor] | 5% | -1% | 1% | 3% | -3%
Cn1c(CNc2ccc(Cl)cc2)nnc1SCC#N
    -6% | 8% | 25%[10 µM] | -3% | 16% | -3% | -1% | 4%
[N-]=C=C1C(=S)NC(=O)[C@H]([n+]2ccccc2)[C@H]1c1ccc(Cl)cc1
    -6% | -14% | 4%[10 µM] | -21% | 5% | -12% | -14% | u
CC1=C(C(=O)OC2CCCCC2)C(c2cccnc2)n2ncnc2N1 (stereo unspecified)
    -3% | -2% | x | -2% | 6% | -5% | -15% | u
Cc1ccc(-n2nnnc2SCC(N)=O)c(C)c1
    -10% | -9% | 5%[1.9 µM] | 4% | 5% | 4% | -3% | -5%
Clc1ccc(OCCCN2CCCCC2)c(Br)c1
    -9% | 3% | -6%[10 µM] | 9% | 4% | 4% | -13% | -11%
Cc1ccc(C(=O)Nc2sc3c(c2C#N)CCCCC3)cc1C
    -3% | 2% | 8%[1.9 µM] | -1% | 1% | -9% | -15% | -10%
CCOc1cc(C2CC(=O)Nc3c2c(=O)nc(SCc2cccc(Cl)c2)n3C)ccc1O (stereo unspecified)
    x | x | x | x | u | 1% | -4% | -6%

# Single records (already shown):
# Record of `O=C(NCc1ccc(N2CCCC2=O)cc1)NC1CCCCC1` = aGlu spleen mod = 2%; GAA inh = -1%; HTT ATP protect = 14%; aGal spleen mod = 10%; GAA glycogen mod = -7%; Tau fibril FP = u; Tau fluor counter = 1%; Tau fibril ThT = -4%
# Record of `[N-]=C=C1C(=S)NC(=O)[C@H]([n+]2ccccc2)[C@H]1c1ccc(Cl)cc1` = aGlu spleen mod = -6%; GAA inh = -14%; HTT ATP protect = 4%[10 µM]; aGal spleen mod = -21%; GAA glycogen mod = 5%; Tau fibril FP = -12%; Tau fluor counter = -14%; Tau fibril ThT = u

# Some of the entries so far, with each value named:
CS(=O)(=O)N1CCN(c2ccc(NC(=O)c3ccc([N+](=O)[O-])o3)cc2)CC1
- aGlu spleen mod = 4%
- GAA inh = u
- HTT ATP protect = -68%[inhibitor]
- aGal spleen mod = -6%
- GAA glycogen mod = 4%
- Tau fibril FP = 7%
- Tau fluor counter = -25%
- Tau fibril ThT = u

Cc1ccc(Nc2nnc(SCC(=O)NC3CCCc4ccccc43)s2)cc1 (stereo unspecified)
- aGlu spleen mod = -5%
- GAA inh = 1%
- HTT ATP protect = 5%[10 µM]
- aGal spleen mod = -2%
- GAA glycogen mod = 8%
- Tau fibril FP = 16%
- Tau fluor counter = u
- Tau fibril ThT = -12%

# Bioassay records as filed in PubChem BioAssay.
